EBI2 antag – EBI2 (human) antagonism. inhibition, % at 5 µM. P32249. actives 0.81% (n = 360,000). EBI2 beta-arrestin recruitment, luminescence, 7a,25-OHC stimulated; in the data active means inhibition above about 38%;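 further: enzyme fragment complementation signal reports receptor beta-arrestin coupling in cells; 0% = agonist plus DMSO wells and 100% = wells without agonist; some results beyond the cut were filed as inactive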
CCR6 antagonist – CCR6 (human) receptor antagonism. P51684. CHO-K1 CCR6 PathHunter beta-arrestin, luminescence, CCL20-stimulated. inhibition, % at 20 µM. actives 0.49% (n = 340,000);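 active means compounds whose inhibition of the agonist-driven luminescence signal at 20 µM reaches about 50%, limit read from the data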;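 further: cells stimulated with CCL20 at 14 nM final; plate controls were DMSO with CCL20 for no effect and DMSO without agonist for full effect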
APJ antag – APJ receptor antagonism; CHO-K1 APJ beta-arrestin complementation, luminescence; AID 2521; actives 0.32% (n = 330,000); inhibition, % at 20 µM; P35414;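 active means inhibition above about 40% at 20 µM, limit read from the data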;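 further: cells challenged with 10 nM apelin-13 agonist together with compound; plate controls were apelin-13 plus DMSO wells for no effect and DMSO wells lacking apelin-13 for full effect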
Target sequence (P35414 whole entry, looked up): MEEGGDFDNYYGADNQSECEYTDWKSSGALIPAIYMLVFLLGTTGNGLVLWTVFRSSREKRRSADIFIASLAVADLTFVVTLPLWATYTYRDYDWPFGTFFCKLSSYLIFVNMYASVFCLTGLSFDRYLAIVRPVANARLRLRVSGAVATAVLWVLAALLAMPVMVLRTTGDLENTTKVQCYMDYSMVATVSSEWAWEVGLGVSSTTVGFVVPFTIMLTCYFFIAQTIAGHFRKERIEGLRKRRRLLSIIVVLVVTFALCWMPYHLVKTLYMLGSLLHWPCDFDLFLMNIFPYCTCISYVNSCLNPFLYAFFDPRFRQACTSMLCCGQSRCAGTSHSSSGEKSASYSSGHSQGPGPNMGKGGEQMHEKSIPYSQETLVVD
APJ agonist – APJ receptor agonism; activation, % at 20 µM; CHO-K1 APJ PathHunter beta-arrestin, luminescence; 0% DMSO wells, 100% apelin; actives 0.11% (n = 330,000);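 active means activation more than six SD over the plate average, tested at 20 µM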;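 further: 0% = DMSO alone and 100% = apelin-13 at 10 nM; some results filed as inactive read as strong as hits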
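Material: CHO-K1 APJ beta-arrestin complementation cell line; Input: cell density 1000 per well; Incubation: compound stimulation 90 min at 25 °C, detection 60 min; Signal: luminescence from split beta-galactosidase complementation, Galacton Star/Emerald II substrate; Controls: DMSO-only wells as negative, 10 nM Apelin-13 as positive control.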
Gli-Sufu antag – antagonists of Gli-Sufu signaling; Sufu-KO-LIGHT fibroblasts, Gli luciferase reporter luminescence; inhibition, % at 5 µM; actives 0.74% (n = 340,000);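 active means inhibition above about 55%, limit read from the data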;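 further: 0% = DMSO-treated cells and 100% = wells with medium but no cells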
CXCR6 inh – inhibitors of human CXCR6 receptor; O00574; CHO-K1 PathHunter CXCR6 beta-arrestin, luminescence; inhibition, % at 20 µM; actives 0.36% (n = 360,000); in the data active means inhibition above about 34%, passing the limit was not always enough;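 further: antagonist mode with CXCL16 agonist at 10 nM final; 0% = 10 nM CXCL16 with DMSO and 100% = unstimulated wells without agonist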
Target sequence (O00574 whole entry, looked up): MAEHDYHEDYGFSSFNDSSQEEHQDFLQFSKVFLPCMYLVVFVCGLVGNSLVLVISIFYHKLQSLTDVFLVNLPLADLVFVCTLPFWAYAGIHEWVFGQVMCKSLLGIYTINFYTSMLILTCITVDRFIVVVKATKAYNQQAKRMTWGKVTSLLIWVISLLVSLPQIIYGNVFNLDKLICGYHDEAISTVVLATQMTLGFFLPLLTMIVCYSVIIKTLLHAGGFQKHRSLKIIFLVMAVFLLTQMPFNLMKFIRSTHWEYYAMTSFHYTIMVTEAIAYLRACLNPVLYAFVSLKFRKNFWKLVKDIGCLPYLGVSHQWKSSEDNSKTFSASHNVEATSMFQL
UBC13 inh – blocks human UBC13 polyubiquitin chain formation | P61088 | TR-FRET | inhibition, % at 20 µM | actives 0.47% (n = 330,000); in the data active means inhibition above about 45%, passing the limit was not always enough; inconclusive means no clear call, values can overlap the other calls
Target sequence (P61088 whole entry, looked up): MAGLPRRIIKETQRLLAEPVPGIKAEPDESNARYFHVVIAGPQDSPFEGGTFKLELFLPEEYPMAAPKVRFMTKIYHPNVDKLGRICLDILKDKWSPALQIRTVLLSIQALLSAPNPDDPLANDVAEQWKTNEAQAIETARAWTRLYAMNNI
ATG4B inhibitor – blocks human ATG4B protease cleavage of LC3 substrate. AID 504462. inhibition, % at 8.33 µM. actives 0.51% (n = 340,000). ATG4B cleavage of LC3-PLA2, NBD-HPC fluorescence, 1 h. Q9Y4P1; in the data active means inhibition above about 40%
An asterisk follows results filed as active; ? = inconclusive; nt = no result given.

#	mol	EBI2 antag	CCR6 antagonist	APJ antag	APJ agonist
1	O=C(CNCc1ccccn1)Nc1cc(C(F)(F)F)ccc1N1CCOCC1	-1	-1	11	-5
2	O=C(CCNS(=O)(=O)c1ccc(Cl)cc1)N1CCC2(O)CCCCC2C1 (stereo not drawn)	-2	-1	-7	0
3	Cc1ccc2cc(C(c3nnnn3CC3CCCO3)N3CCc4ccccc4C3)c(=O)[nH]c2c1 (stereo not drawn)	-6	-2	2	-1
4	COc1ccccc1CNC(=O)N1CCN(c2ccccc2)CC1	8	1	7	-2
5	COc1ccc(C(=O)Cc2ccc3c(c2)OCO3)c(O)c1	12	2	-6	-2
6	Cc1cccc(N2CCN(S(=O)(=O)c3c(C)[nH]c(C)c3C(=O)N3CCCC3)CC2)c1C	-6	10	-8	0
7	Cc1nc(NCC2CCCO2)c2nnn(Cc3ccccc3Cl)c2n1 (stereo not drawn)	-10	-4	0	1
8	CN(C)S(=O)(=O)c1ccc(N2CCCC2)c(C(=O)NC2(C)CCS(=O)(=O)C2)c1 (stereo not drawn)	-3	-1	15	-4

#	Gli-Sufu antag	CXCR6 inh	UBC13 inh	ATG4B inhibitor
1	0	3	9	30
2	-4	-8	-1	-3
3	3	-8	-20	-4
4	-14	-9	3	1
5	-108	-3	?	1
6	5	6	-9	5
7	9	2	-10	11
8	-6	-21	-3	-2

Part of the list above, reformatted:
# | structure | EBI2 antag | CCR6 antagonist | APJ antag | APJ agonist | Gli-Sufu antag | CXCR6 inh | UBC13 inh | ATG4B inhibitor
2 | O=C(CCNS(=O)(=O)c1ccc(Cl)cc1)N1CCC2(O)CCCCC2C1 (stereo not drawn) | -2 | -1 | -7 | 0 | -4 | -8 | -1 | -3
3 | Cc1ccc2cc(C(c3nnnn3CC3CCCO3)N3CCc4ccccc4C3)c(=O)[nH]c2c1 (stereo not drawn) | -6 | -2 | 2 | -1 | 3 | -8 | -20 | -4
4 | COc1ccccc1CNC(=O)N1CCN(c2ccccc2)CC1 | 8 | 1 | 7 | -2 | -14 | -9 | 3 | 1
5 | COc1ccc(C(=O)Cc2ccc3c(c2)OCO3)c(O)c1 | 12 | 2 | -6 | -2 | -108 | -3 | ? | 1
6 | Cc1cccc(N2CCN(S(=O)(=O)c3c(C)[nH]c(C)c3C(=O)N3CCCC3)CC2)c1C | -6 | 10 | -8 | 0 | 5 | 6 | -9 | 5
7 | Cc1nc(NCC2CCCO2)c2nnn(Cc3ccccc3Cl)c2n1 (stereo not drawn) | -10 | -4 | 0 | 1 | 9 | 2 | -10 | 11
8 | CN(C)S(=O)(=O)c1ccc(N2CCCC2)c(C(=O)NC2(C)CCS(=O)(=O)C2)c1 (stereo not drawn) | -3 | -1 | 15 | -4 | -6 | -21 | -3 | -2

More structures follow.
#	mol	EBI2 antag	CCR6 antagonist	APJ antag	APJ agonist
9	COC(=O)Nc1ncc(CN2CCCCC2)s1	-15	-13	12	-2
10	O=C(CN1CCN(S(=O)(=O)c2ccc(Br)cc2)CC1)N/N=C/c1ccc(Br)s1	65*	9	-3	0
11	CCc1oc2c(C)c(O)ccc2c(=O)c1-c1ccc2ccccc2n1	5	-8	-7	-7
12	COCCn1c(SCC(=O)Nc2ccccc2OC)nc2ccccc2c1=O	3	18	-2	-2
13	Cc1ccc(S(=O)(=O)Cn2nnnc2C(C(C)C)N2CCC(C(N)=O)CC2)cc1 (stereo not drawn)	-4	4	9	0
14	NS(=O)(=O)c1cccnc1Nc1cccc(Cl)c1	-14	10	17	-2
15	Cc1ccc(-n2ncc3c2CCCC3NC(=O)c2ccccc2N2CCOCC2)cc1C (stereo not drawn)	15	20	-10	-6
16	FC(F)Oc1ccc(-n2cc(-c3ccc(Cl)cc3)[n+]3c2CCCCC3)cc1	-5	6	4	0

#	Gli-Sufu antag	CXCR6 inh	UBC13 inh	ATG4B inhibitor
9	2	-1	-8	0
10	0	-4	-1	-10
11	5	7	1	-7
12	27	7	17	-3
13	8	1	-3	-15
14	5	-5	9	0
15	7	21	-4	24
16	47	-6	3	-4

Following part.
#	mol	EBI2 antag	CCR6 antagonist	APJ antag	APJ agonist
17	COc1ccc2oc(C(=O)N3CCc4ccccc43)c(C)c2c1	-1	0	-3	0
18	Fc1cc(NC(=S)NCc2ccc(CNC(=S)Nc3ccc(Cl)c(F)c3)cc2)ccc1Cl	16	3	-28	8
19	COc1ccccc1CN1CC(C(=O)N2CCC(C(=O)c3ccccc3)CC2)CCC1=O (stereo not drawn)	0	14	16	8
20	CCc1ccc(-c2cc(C)no2)cc1S(=O)(=O)Nc1cc(C)ccn1	-3	8	0	2
21	COC1=C(NCc2ccc3c(c2)OCO3)C(=O)C(OC)=C(NCc2ccc3c(c2)OCO3)C1=O	0	-9	nt	nt
22	O=C(c1ccc(-n2cncn2)c([N+](=O)[O-])c1)N1CCN(S(=O)(=O)c2ccc(Br)cc2)CC1	6	-7	-17	4
23	C=CCN(CC=C)C(=O)CN1C(=O)NC(Cc2c[nH]c3ccccc23)C1=O (stereo not drawn)	0	0	2	0
24	CCN(C(=O)COC(=O)c1cnc(C)cn1)c1c(N)n(Cc2ccccc2)c(=O)[nH]c1=O	-6	-14	18	1

#	Gli-Sufu antag	CXCR6 inh	UBC13 inh	ATG4B inhibitor
17	-144	-4	6	2
18	-4	-6	0	-6
19	13	2	-4	-5
20	37	-6	0	-4
21	6	-8	nt	-8
22	7	-2	-7	-14
23	-30	0	3	10
24	-4	-11	5	0

Next structures
#	mol	EBI2 antag	CCR6 antagonist	APJ antag	APJ agonist
25	COc1ccccc1NC(=O)CCN1C(=O)/C(=C/c2cc(OC)c(OC)c(OC)c2)SC1=S	-2	1	8	-2
26	Cc1ccc(NC(=O)c2cc3cccc([N+](=O)[O-])c3[nH]2)cc1	11	8	12	-3
27	CC(CP(=O)(O)O)NC(=O)Cc1ccccc1 (stereo not drawn)	-7	-15	5	12
28	O=C(NCCCn1ccnc1)C1CCCN(S(=O)(=O)c2cc(Cl)ccc2Cl)C1 (stereo not drawn)	-8	4	-5	0
29	CCCCn1c(N)c(N(CCOC)C(=O)CSCC(=O)Nc2cccc(C)c2)c(=O)[nH]c1=O	-16	12	-51	-5
30	Cc1cccc(Nc2nnc(SCC(=O)NC(=O)Nc3ccc4c(c3)OCCO4)s2)c1	-10	12	5	-2
31	CCOC(=O)N1CCC(NS(=O)(=O)c2cc3c(cc2Br)CCN3C(=O)CC)CC1	-11	7	nt	nt
32	COc1ccc(C2/C(=C(\O)c3ccc4c(c3)OCCO4)C(=O)C(=O)N2CCCn2ccnc2)cc1 (stereo not drawn)	-6	1	14	1

#	Gli-Sufu antag	CXCR6 inh	UBC13 inh	ATG4B inhibitor
25	8	8	-7	1
26	-72	-14	-8	-10
27	-5	2	-2	-19
28	32	-2	8	-9
29	-1	-4	3	2
30	-4	0	6	5
31	9	1	nt	-9
32	-12	-4	-27	3

Further entries follow:
#	mol	EBI2 antag	CCR6 antagonist	APJ antag	APJ agonist
33	O=S(=O)(NCc1ccccc1)c1cccc2cccnc12	1	-1	5	-3
34	CC(C)c1nc2sc3c(c2c(=O)n1N)CC(C)(C)OC3	-3	7	-21	-4
35	COc1ccc(C(=O)/C=C/Nc2cc(C)on2)c(OC)c1	-16	-2	-40	-2
36	O=C(NCc1ccccc1)/C(=C\c1ccccc1)NC(=O)c1ccco1	0	15	19	-3
37	COCCCN(C(C)=O)c1nc(-c2ccc(OC)cc2)cs1	16	5	-12	-4
38	Cc1ccccc1C(=O)N1CCN(c2ccc(NC(=O)c3ccc4c(c3)OCCO4)cc2)CC1	-2	-10	-26	16
39	Fc1ccc(-c2ccc3c(c2)C2CC3CCN2)cc1 (stereo not drawn)	-3	-10	nt	nt
40	Cc1cccc(OCC(=O)Nc2ccc(C(=O)Nc3ccccc3C(=O)O)cc2)c1C	-2	5	-7	-4

#	Gli-Sufu antag	CXCR6 inh	UBC13 inh	ATG4B inhibitor
33	1	-4	18	3
34	-2	2	8	-5
35	-38	4	-13	-7
36	-5	4	-4	-10
37	-54	-9	11	-11
38	34	-21	6	-2
39	7	-3	nt	7
40	3	-8	-8	11

Next section:
#	mol	EBI2 antag	CCR6 antagonist	APJ antag	APJ agonist
41	CCCCc1ccc(NC(=O)N2CCN(c3cc(C)nc4ccccc34)CC2)c(C)c1	35	20	18	3
42	COC(=O)CNC(=O)c1cn(CC(C)C)c(=O)c2cc(OC)c(OC)cc12	3	13	-9	-2
43	CCC(CC)c1nnc(NC(=O)CCS(=O)(=O)Cc2ccccc2)s1	-9	11	-13	0
44	CC(=O)c1cccc(S(=O)(=O)NCC(C)(C)N2CCOCC2)c1	0	6	-5	-1
45	COC(=O)CON1C(=O)c2ccccc2C1=O	-1	0	-4	0
46	O=C(N/N=C/c1cc(Cl)c(O)c(Cl)c1)c1cc2c(ccc3ccccc32)o1	1	1	-7	-8
47	CCSc1nnc(NC(=O)c2cccnc2Cl)s1	2	14	3	-6
48	CC1(C)CC(NC(=O)C2CCN(S(=O)(=O)c3ccccc3C(F)(F)F)CC2)CC(C)(C)N1	-6	12	5	10

#	Gli-Sufu antag	CXCR6 inh	UBC13 inh	ATG4B inhibitor
41	26	14	9	-2
42	1	-5	5	-3
43	1	1	-8	-10
44	-1	-1	10	-4
45	0	2	-1	2
46	-18	3	-21	32
47	-10	4	-6	-8
48	9	-2	0	18

(listing goes on)
#	mol	EBI2 antag	CCR6 antagonist	APJ antag	APJ agonist
49	O=C(CCCn1c(=O)[nH]c2cc(Cl)ccc2c1=O)NCCC1=CCCCC1	0	5	6	-5
50	COc1ccc(Cn2c(C)nc3ccc([N+](=O)[O-])cc3c2=O)cc1	0	6	-10	0
51	COC(=O)c1ccc(Cn2cc(C(F)(F)F)ccc2=O)cc1	-4	-1	-3	-3
52	O=C(C[C@@H]1C/C=C\CCC(=O)OC[C@H](Cc2ccccc2)NC1=O)N[C@@H](CO)Cc1ccccc1	1	-2	6	-1
53	Cc1cc(C)c(NC(=O)C2CCC(=O)N2)c(C)c1 (stereo not drawn)	-2	10	7	-1
54	CC1(C)CC(C)(c2ccc(O)cc2O)N(c2ccc3ccccc3c2)C(=S)N1 (stereo not drawn)	17	9	-11	-5
55	CCC(C)(C(=O)NC1CCCC1)N(C(=O)CC1NC(=O)NC1=O)c1c(C)n(C)n(-c2ccccc2)c1=O (stereo not drawn)	-12	0	2	5
56	O=C(C1CCN(S(=O)(=O)c2ccc(-n3cnnn3)cc2)CC1)N1CCN(c2ccccc2)CC1	-5	-1	7	3

#	Gli-Sufu antag	CXCR6 inh	UBC13 inh	ATG4B inhibitor
49	-2	-6	-1	-23
50	61*	-8	-4	2
51	-6	-2	2	-5
52	5	-2	15	-7
53	-6	4	-6	-2
54	8	14	5	-5
55	-1	-8	6	-3
56	0	-5	0	-8

Bioassay records deposited in PubChem by Sanford-Burnham Center for Chemical Genomics.
